PostGolgi ctrl: inhibits growth of the yeast control strain | hit rate 5% among 98,000 | inhibition, % at 10 µM | efflux-deficient yeast background strain, growth absorbance A615, 16 h
E coli WT exp: E. coli BW25113 growth inhibition, expanded screen. OD600 absorbance. growth inhibition, % at 100 µM. hit rate 0.15% among 98,000;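 active = growth inhibition above about 50% at one test dose, limit read from the data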;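 note: growth measured after 20 h incubation at 37 °C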
DAT uptake mod: modulates human dopamine transporter uptake under cocaine; hit rate 1.3% among 110,000; AID 449768; Q01959; B-score at 10 µM; LLC-PK1 hDAT cells, [14C]-dopamine uptake with cocaine IC80; actives deviate in either direction;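 active = Z score or B-score, a plate-position-corrected score, falls beyond the plate's 99.7% confidence bounds, in either direction; inactive = both scores lie inside the 99.7% bounds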;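 note: scored against the spread of the other compound wells on the same plate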
Target sequence (Q01959 whole entry, looked up): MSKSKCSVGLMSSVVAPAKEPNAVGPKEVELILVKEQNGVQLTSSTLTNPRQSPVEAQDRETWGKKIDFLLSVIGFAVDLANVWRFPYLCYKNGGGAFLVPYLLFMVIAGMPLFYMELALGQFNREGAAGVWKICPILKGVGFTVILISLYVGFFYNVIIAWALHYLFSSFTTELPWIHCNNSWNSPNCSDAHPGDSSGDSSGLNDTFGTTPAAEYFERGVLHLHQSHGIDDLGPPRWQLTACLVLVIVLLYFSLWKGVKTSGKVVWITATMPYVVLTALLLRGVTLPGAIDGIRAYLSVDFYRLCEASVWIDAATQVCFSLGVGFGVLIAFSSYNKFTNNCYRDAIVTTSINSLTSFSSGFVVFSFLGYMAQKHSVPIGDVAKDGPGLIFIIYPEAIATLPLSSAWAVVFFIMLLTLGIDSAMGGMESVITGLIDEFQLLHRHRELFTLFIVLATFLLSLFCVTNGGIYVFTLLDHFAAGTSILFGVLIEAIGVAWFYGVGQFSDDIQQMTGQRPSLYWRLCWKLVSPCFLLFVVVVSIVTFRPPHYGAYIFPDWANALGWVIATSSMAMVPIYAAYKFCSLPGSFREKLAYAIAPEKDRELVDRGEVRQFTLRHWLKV
Lung fibro prol: blocks proliferation of human lung fibroblasts | LL 47 human lung fibroblast viability, ATP luminescence; hits give low values | viability, % at 10 µM | hit rate 1.1% among 85,000 | AID 719;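 active = viability at or below 50% in the single dose screen; inactive = viability above 50%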;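 note: compound exposure lasted 72 h before the ATP readout; 100% = median luminescence of untreated cell-only wells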
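Times – overnight cell rest, 72 h compound treatment at 37 °C · Test system – human lung fibroblast line LL 47, low passage · Amount – 1,150 cells in each well · Controls – cell-only wells, no compound · Doses – 0.1% DMSO in all compound wells · Measured by – CellTiter-Glo luminescence · Buffer or medium – IMEM plus 15% FBS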
PostGolgi yeast: growth inhibition of a yeast mutant, post-Golgi transport screen; post-Golgi transport phenotypic cell assay; inhibition, % at 10 µM; hit rate 0.9% among 98,000;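 note: yeast cells grown in 1536-well plates; yeast grown about 18 h at 30C before absorbance read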
S1P2 blocker: S1P2 (human) receptor antagonism; inhibition, % at 5 µM; cell-based S1P2 antagonist assay, inhibition at 5 uM; O95136; hit rate 0.21% among 97,000; in the data active = inhibition above about 45%;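 note: CRE beta-lactamase reporter cells expressing human S1P2 stimulated with S1P; 0% = agonist at EC80 alone and 100% = agonist plus reference antagonist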
Target sequence (O95136 whole entry, looked up): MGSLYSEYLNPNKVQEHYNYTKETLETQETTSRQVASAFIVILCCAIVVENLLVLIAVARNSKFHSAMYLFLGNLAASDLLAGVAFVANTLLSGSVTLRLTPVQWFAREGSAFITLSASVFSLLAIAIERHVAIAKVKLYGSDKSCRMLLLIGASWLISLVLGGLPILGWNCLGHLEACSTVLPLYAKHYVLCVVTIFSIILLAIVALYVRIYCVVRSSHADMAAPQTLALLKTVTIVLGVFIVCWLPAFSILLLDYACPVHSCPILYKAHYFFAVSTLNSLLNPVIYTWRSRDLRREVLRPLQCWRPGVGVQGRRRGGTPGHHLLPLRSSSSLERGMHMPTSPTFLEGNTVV
S1P2 ag: activates the human S1P2 receptor | O95136 | S1P2-expressing cell line, agonist reporter read-out | activation, % at 4.5 µM | hit rate 0.46% among 97,000; in the data active = activation above about 16%;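 note: 0% = vehicle low control and 100% = maximal reference agonist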
HUVEC prolif 384: blocks proliferation of human endothelial cells; HUVEC proliferation, CellTiter-Glo luminescence, 72 h; hits give low values; viability, % at 10 µM (by protocol); hit rate 1.1% among 86,000;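 active = viability at or below 30%; inactive = viability above 30%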;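 note: 100% = median luminescence of DMSO-only cell control wells on each plate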
H69AR inhibit: blocks growth of human H69AR lung tumor cells. H69AR lung tumor viability, ATP luminescence, 72 h; hits give low values. hit rate 6% among 85,000. viability, % at 10 µM. AID 598;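 active = viability at or below 40%; inactive = viability above 40%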;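 note: multidrug resistant small cell line overexpressing MRP-1 efflux transporter; 100% = mean luminescence of untreated control wells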
* = called active by the depositor; . = not tested or not shown. Cut-off read from the data, not from the text of the source, unless noted: active = inhibition above about 30%; inactive = the rest.

SMILES	PostGolgi ctrl	E coli WT exp	DAT uptake mod	Lung fibro prol	PostGolgi yeast	S1P2 blocker	S1P2 ag	HUVEC prolif 384	H69AR inhibit
CCC(=O)N1CCc2cc(S(=O)(=O)CCC(=O)N3CCc4ccccc4C3)ccc21	13	-4	-0.2	.	-1	20	-4	104	103
COc1ccc(S(=O)(=O)NC(CC(=O)NCc2ccc3c(c2)OCO3)c2ccco2)cc1 (configuration not stated)	-3	-2	-1.2	96	-2	18	-6	93	80
CCc1c(O)nc(SCC(=O)Nc2ccccc2OC)[nH]c1=O	25	1	0.22	100	0	12	-6	87	93
CCn1c(SCC(=O)NC2CCCCC2)nnc1-c1cc2cccc(OC)c2o1	0	4	1.1	99	-5	18	-7	89	74
C=C(c1cccc2ccccc12)P(=O)(O)O	4	-1	-0.27	99	18	-10	-6	106	95
CCCCCOC(=O)c1ccc(NC(=O)c2ccco2)cc1	9	-2	.	95	-10	10	-7	101	101
Cc1cc2oc(=O)c3c(c2cc1OCc1nn[nH]n1)CCCC3	3	-5	-0.27	101	6	-5	-4	97	102
COC(=O)c1c(-c2ccc(C)cc2)csc1NC(=O)Cc1ccc(OC)c(OC)c1	11	-2	.	.	14	8	-3	.	.
Cc1ccc(C(=O)OCCc2c(C)[nH]n(-c3ccccc3)c2=O)cc1	10	-2	0.21	.	3	13	-5	.	.
C=CCN1C(=O)CN=C1Nc1cc(C)ccc1C	5	1	-0.063	97	-5	5	-1	84	92
CN1CCN(S(=O)(=O)c2cccc(C(=O)NC3CCCc4ccccc43)c2)CC1 (configuration not stated)	5	-3	-0.081	87	-5	.	.	93	87
Cc1ccc(NC(=O)CN2CCc3ccccc3C2)cc1	8	7	-0.011	.	-4	-21	-2	.	.
COC(=O)c1ccc(-c2ccco2)n1Cc1ccccc1Cl	1	-3	0.41	94	-4	-11	-2	100	75
COc1ccc(C(=O)Nc2cc(C(F)(F)F)ccc2Cl)cc1OC	9	4	0.071	.	3	-10	-6	.	.
Cc1cc2c(ncn2C)c(NS(=O)(=O)c2ccccc2Cl)c1C	1	1	-0.37	.	16	18	-5	.	.
N#Cc1nc(-c2ccc(OCc3ccccc3)cc2)oc1NCc1cccnc1	12	-1	-0.14	109	0	-5	-4	94	66
N#Cc1ccc(C(=O)Nc2ccc(S(=O)(=O)NC3=NCCCCC3)cc2)cc1	1	3	2	98	-2	-2	-7	100	89
c1ccc2nc3c(nc2c1)c1ccccc1n3CCN1CCOCC1	-2	5	-0.04	84	5	-63	3	92	83
CCN=C1SC(CC(=O)Nc2ccccc2OCC)C(=O)N1CC (configuration not stated)	8	1	1.6	103	16	2	-2	94	92
CCOC(=O)c1cc(C)n(-c2ccc(OC)c(OC)c2)c1C	8	7	0.031	92	-6	.	.	89	50
COC1(OC)N=C(N)C2(C#N)C(c3ccccc3)NC(C)=CC12C#N (configuration not stated)	-3	-4	-0.42	100	6	10	-3	90	97
COc1ccc(OC)c(N/C(C)=C/C(=O)c2ccc(C)o2)c1	14	5	0.04	100	-1	4	-2	102	91
CC1CC(C)CN(C(=O)c2ccc3c(c2)N(Cc2ccccc2)CCS3)C1 (configuration not stated)	75*	-22	1	102	88*	-29	6	93	58
C=C(C)c1cccc(C(C)(C)NC(=O)NCc2ccc(OC)c(OC)c2)c1	6	-5	0.5	.	0	8	-3	.	.
Cc1ccc(N2CN=C(c3ccccc3)NC2=S)cc1	13	-2	0.55	99	-4	-3	-5	97	90
COc1ccc(-c2nc(CS(=O)CC(=O)NCCCN3CC(C)CC(C)C3)c(C)o2)cc1OC (configuration not stated)	-1	8	-1	99	7	4	-3	87	89
C=CCn1c(COc2ccccc2-c2ccccc2)nnc1SCC(=O)NC(=O)NCc1ccco1	2	-1	1.2	101	0	-17	-2	99	77
Cc1cc(C)n(C(C)n2nc(C)cc2C)n1	7	-3	-0.83	.	4	14	2	.	.
CN=C(Nc1cc(Cl)ccc1Cl)SC1CC(=O)N(c2ccc(C(=O)OC)cc2)C1=O (configuration not stated)	38*	-3	-0.014	.	17	-22	-7	.	.
Cc1[nH]c2ccc(OC(=O)N3CCOCC3)cc2c1C(=O)OC(C)C	3	-1	0.67	102	4	-3	-2	101	62
CC1(C)Cc2noc(N)c2C(C)(C)N1OC(=O)c1cccs1	10	-1	0.61	104	-8	5	-9	96	93
COc1nc(NCc2ccco2)nc(N2CCC(C)CC2)n1	8	-2	1.1	94	16	-12	-7	94	84
O=C(C1CCC(CNc2c(N3CCCCC3)c(=O)c2=O)CC1)N1CCCCC1 (configuration not stated)	7	4	-0.73	100	-2	.	.	95	96
COc1ccc(-c2nnc(N3CCC(C)CC3)c3ccccc23)cc1	1	-6	.	.	5	14	0	.	.
O=S1(=O)N=C(Nc2nncs2)c2ccccc21	1	2	0.91	98	-2	3	-6	95	105
Cc1cc(C(=O)c2cccs2)c(N)s1	15	17	0.49	101	21	18	-6	93	96
Cn1c(CN2CCN(c3cccc(Cl)c3)CC2)nc2ccccc21	.	.	0.48	94	.	16	-6	94	67
CCOC(=O)C1CCN(C(=O)c2cn(CCOC)c(=O)c3c2c2ccccc2n3C)CC1	2	1	1.1	97	-2	2	-5	97	88
Cc1cccc(CSc2nnc(-c3ccco3)n2C)c1	-1	4	0.9	107	-19	6	-6	97	88
Fc1ccccc1CN1CCCCCCC1	4	-6	-0.22	102	7	14	-2	101	92
Cc1nnc(SCC(=O)Nc2ccc(N3CCOCC3)cc2)n1-c1ccccc1	-2	6	0.67	88	-6	-23	-3	100	76
CCOC(=O)C1=C(c2ccccc2)OC(N)=C(C#N)C1c1ccco1 (configuration not stated)	30	-3	-0.58	103	7	28	-1	104	79
CN1CC(=O)NC1=NC(=O)c1ccc(Cl)c(S(=O)(=O)N2CCCCCC2)c1	23	3	2	84	-6	15	-7	89	12*
Cc1ccc(-n2nnc3c(=O)n(CC(=O)N4CCOCC4)cnc32)cc1	19	-3	-0.97	.	12	12	-3	.	.
CCC(C)NC(=O)C1CCN(c2nc(OC)nc(OC)n2)CC1 (configuration not stated)	.	.	0.7	100	.	-4	22*	99	90
CCOC(=O)C1CCN(C(=O)Cc2ccc(C)cc2)CC1	5	-4	-0.28	106	17	-26	-2	105	92
CC(C)CN(C(=O)COC(=O)CCN1C(=O)c2ccccc2C1=O)C1CCS(=O)(=O)C1 (configuration not stated)	9	4	-0.01	104	-2	-3	-4	109	94
CC1=NOC(=O)/C1=C\c1ccc(-c2ccc(Cl)cc2Cl)o1	35*	10	-0.42	.	60*	24	-7	.	.
O=C(CN1C(=O)c2ccccc2S1(=O)=O)NCc1cccnc1	7	1	-0.25	.	-7	3	-5	.	.
O=C(Nc1ccccc1N1CCN(C(=O)c2ccccc2)CC1)c1cc(Br)ccc1Cl	31*	-8	0.49	101	8	16	-7	90	58
COc1nc(N(C)C)nc(N(OC)S(=O)(=O)c2ccccc2Cl)n1	28	2	1.5	90	-3	.	.	96	83
CC(C)C(c1nnnn1C1CCCC1)N1c2ccccc2CC1C (configuration not stated)	-6	5	0.013	87	2	-7	-1	116	75
CCOC(=O)c1cc2c(=O)n3ccccc3nc2n(CC2CCCO2)c1=NC(C)=O (configuration not stated)	.	.	0.12	109	.	-46	26*	102	77
CCOC(=O)NCc1cc(-c2nn(C)c(=O)c3ccccc23)ccc1C	13	9	1.9	94	-1	-2	-3	91	60
Cc1nn(-c2cccc(Cl)c2)c2c1C(c1ccncc1)C(C#N)=C(N)O2 (configuration not stated)	8	-8	0.43	101	-8	11	-8	97	100
Clc1ccc(Cl)c(Oc2ccc(Oc3nc(Cl)ccc3Cl)cc2)n1	4	-7	0.11	101	-1	-3	-7	95	91
Cc1ccc(C(=O)Nc2ccccc2-c2ccccc2)cc1[N+](=O)[O-]	11	-15	-0.19	.	1	4	-4	.	.
CCN(CC)CCCn1c(C)cc2c(c1=O)C(c1cccc(Cl)c1)C(C#N)=C(N)O2 (configuration not stated)	4	8	.	102	1	2	-5	92	87
O=C(c1ccc(Cl)cc1)c1oc2ccccc2c1CS(=O)c1ccccc1 (configuration not stated)	49*	-7	-0.4	.	-4	-8	-5	.	.
CCCC(=O)Nc1ccccc1NC(=O)CN(C)S(=O)(=O)c1ccc(C)cc1	13	-2	0.25	101	-3	21	-3	106	83

Sorted by count of non-hydrogen atoms (high to low): five of the compounds above.
SMILES	PostGolgi ctrl	E coli WT exp	DAT uptake mod	Lung fibro prol	PostGolgi yeast	S1P2 blocker	S1P2 ag	HUVEC prolif 384	H69AR inhibit
CC(C)CN(C(=O)COC(=O)CCN1C(=O)c2ccccc2C1=O)C1CCS(=O)(=O)C1 (configuration not stated)	9	4	-0.01	104	-2	-3	-4	109	94
CCOC(=O)c1cc2c(=O)n3ccccc3nc2n(CC2CCCO2)c1=NC(C)=O (configuration not stated)	.	.	0.12	109	.	-46	26*	102	77
CCCC(=O)Nc1ccccc1NC(=O)CN(C)S(=O)(=O)c1ccc(C)cc1	13	-2	0.25	101	-3	21	-3	106	83
CCOC(=O)NCc1cc(-c2nn(C)c(=O)c3ccccc23)ccc1C	13	9	1.9	94	-1	-2	-3	91	60
CCOC(=O)C1CCN(C(=O)Cc2ccc(C)cc2)CC1	5	-4	-0.28	106	17	-26	-2	105	92

More compounds:
SMILES	PostGolgi ctrl	E coli WT exp	DAT uptake mod	Lung fibro prol	PostGolgi yeast	S1P2 blocker	S1P2 ag	HUVEC prolif 384	H69AR inhibit
CCCN(CCC)C(=O)CC(c1ccc(F)cc1)c1ccco1 (configuration not stated)	15	0	-1	99	1	0	-2	92	101
Cc1ccc(S(=O)(=O)NC(=O)Nc2ccc(F)cc2)cc1	.	.	-0.49	107	.	-17	-2	105	88
Cc1ccsc1-c1nc(CSCC(=O)N2CCN(c3ccccc3)CC2)c(C)o1	22	-23	1.9	93	0	-2	-6	80	92
Cc1cccc(OCCC(=O)Nc2c(C)n(C)n(-c3ccccc3)c2=O)c1	-12	-1	0.79	103	2	16	-4	95	101
Cc1ccc(-n2c(SCC(=O)Nc3ccc4c(c3)OCO4)nnc2-c2cccs2)cc1	2	0	-0.4	33*	-7	-6	-6	67	9.2*
COc1ccc(NC(=O)c2ccco2)cc1NC(=O)c1cccc(OC(C)C)c1	27	-9	2.6	99	-4	5	-3	101	68
O=C(NC1CCCCCCC1)c1ccc(CNc2c(N3CCOCC3)c(=O)c2=O)cc1	12	2	0.0084	91	-11	.	.	92	93
COc1ccc(NC(=O)c2ccc(CNc3c(NC4CCCCC4)c(=O)c3=O)cc2)c(OC)c1	0	-1	-0.18	.	0	-9	-2	.	.
COc1ccc(S(=O)(=O)N2CCC(C(=O)N3CCCCC3)CC2)cc1OC	19	4	0.87	95	0	16	-1	98	82
COc1ccc(C(=O)n2nc(C)c(Br)c2C)cc1	0	0	-0.94	96	-9	7	-9	94	92
COc1cccc(-c2nc(CSCC(=O)NCC3CCCO3)c(C)o2)c1 (configuration not stated)	3	6	1.9	105	-1	14	-7	87	88
CCCCCOC(=O)C1[C@H]2C(=O)N(c3ccccc3CC)C[C@]23C=C[C@H]1O3 (some centres not stated)	6	3	0.81	95	0	-3	-7	86	86
O=C(Cc1ccccc1)Nc1ccccc1C(=O)O	-5	-8	1.7	101	-4	-10	-3	92	101
COc1cc(C(=O)O/N=C(\N)c2ccncc2)cc(OC)c1OC	-1	0	0.56	.	-3	-18	-7	.	.
O=S(=O)(N1CCOCC1)N1CCN(c2ccccc2F)CC1	-1	-1	-0.5	94	5	14	-3	90	119
CCC(C)[C@H](NC(=O)Nc1cccc(Cl)c1)C(=O)O (some centres not stated)	2	5	0.025	103	5	-4	-5	108	88
CSCC[C@H](NC(=O)OC(C)(C)C)c1nnc(SCC(=O)Nc2ccc(C)cc2C)o1	3	11	0.52	93	-2	13	-11	84	87
COc1ccc2c(c1)[nH]c1c(=O)n(CCCn3ccnc3)cnc12	6	4	-0.025	95	9	-8	-4	86	67

Bioassay records from PubChem.
